Bioassay records deposited in PubChem BioAssay by National Center for Advancing Translational Sciences (NCATS).
15-hLO-2 inh = inhibitors of human 15-lipoxygenase 2 (ALOX15B). O15296. purified 15hLO-2, xylenol orange hydroperoxide absorbance. Potency, µM (highest dose often 57.1 µM), inactives show at the top dose activity change, negative = inhibition, hits mostly inhibitors. hit rate 0.56% among 110,000; also: potency is read from the fitted curve at half-maximal effect; nearly all actives have a fitted effect of over 60% in size; many of its hits are not listed in these tables
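Purified human 15hLO-2 (50 nM) preincubated 15 min with compound, then 45 uM arachidonic acid for 90 min at RT in 25 mM Hepes pH 7.5, 0.01% Triton X-100. Hydroperoxide detected by Fe-xylenol orange; 573/405 nm absorbance ratio.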
PNC inhibitor = perinucleolar compartment assembly inhibition | PC3M PTB-GFP, PNC prevalence imaging, 16 h; active compounds read low | activity change (PNC), negative = inhibition, % at 10 µM | hit rate 3.1% among 140,000 | AID 2417;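 active = readout at or below -70, meaning at least 70% loss of cells showing the perinucleolar compartment, a nuclear body marking cancer cells; inconclusive = readout between -30 and a set limit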;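 also: plate controls were DMSO wells for no effect and camptothecin positive control wells for full effect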
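Read-out is percentage of cells bearing a perinucleolar compartment, from automated 20x imaging of fixed, Hoechst-stained PC3M PTB-GFP cells. Cells were seeded 4 h, then exposed 16 h to compound (23 nl of library stock) in duplicate plates.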
ALOX12 inhib = blocks human 12-lipoxygenase activity | hit rate 0.12% among 150,000 | AID 1452 | P18054 | Potency, µM (top dose mostly 57.1 µM), for the others: at the highest dose activity change, negative = inhibition, most hits filed as inhibitors | purified 12-hLO, xylenol orange hydroperoxide absorbance; also: potency is read from the fitted curve at half-maximal effect; nearly all actives have a fitted effect of over 55% in size; many of its hits are not listed in these tables
Target sequence (P18054 whole entry, looked up): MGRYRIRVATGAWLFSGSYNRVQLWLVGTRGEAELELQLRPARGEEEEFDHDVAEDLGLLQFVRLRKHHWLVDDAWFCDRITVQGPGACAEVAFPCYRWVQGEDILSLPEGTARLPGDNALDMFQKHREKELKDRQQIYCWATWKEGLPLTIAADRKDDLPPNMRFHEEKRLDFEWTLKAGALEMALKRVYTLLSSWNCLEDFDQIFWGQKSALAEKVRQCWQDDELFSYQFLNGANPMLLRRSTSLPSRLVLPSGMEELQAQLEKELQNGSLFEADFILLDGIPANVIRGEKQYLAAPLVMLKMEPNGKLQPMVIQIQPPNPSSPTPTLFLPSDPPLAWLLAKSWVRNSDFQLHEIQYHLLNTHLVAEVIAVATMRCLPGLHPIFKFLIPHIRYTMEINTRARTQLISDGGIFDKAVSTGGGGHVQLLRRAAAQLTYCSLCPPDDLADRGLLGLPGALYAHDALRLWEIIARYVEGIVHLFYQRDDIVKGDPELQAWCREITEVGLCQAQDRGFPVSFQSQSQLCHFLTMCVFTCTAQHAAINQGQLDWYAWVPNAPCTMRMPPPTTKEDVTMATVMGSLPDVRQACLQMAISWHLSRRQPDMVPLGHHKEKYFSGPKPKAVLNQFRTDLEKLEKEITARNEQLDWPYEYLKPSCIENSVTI
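Purified human 12hLO (150 nM final) was preincubated with compounds for 15 min at room temperature in 25 mM Hepes pH 7.0, 0.01% Triton X-100, then reacted with 40 uM arachidonic acid for 30 min. Hydroperoxide was detected with ferrous iron/xylenol orange.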
IMPase inh = cell-permeable inhibitors of inositol monophosphatase (IMPase); P97697; CHO-M1 cells, IP1 accumulation, HTRF TR-FRET ratio; inhibition (IP1 accumulation), % at 46.1 µM; 120,000 tested, under 10 active; AID 901; active = well fitted curve in the direction sought with a large enough effect in the signal ratio, not every such curve was filed as active; inconclusive = small, poorly fitted or top-dose-only effect, or a change in a side signal; inactive = no such curve, though single readings can be large or run the other way; the % refers to the signal ratio;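 also: cells stimulated with carbachol in lithium chloride buffer; plate controls were DMSO basal wells for no effect and reference inhibitor wells for full effect; higher means more IMPase inhibition seen as more IP1 and lower FRET ratio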
Target sequence (P97697 whole entry, looked up): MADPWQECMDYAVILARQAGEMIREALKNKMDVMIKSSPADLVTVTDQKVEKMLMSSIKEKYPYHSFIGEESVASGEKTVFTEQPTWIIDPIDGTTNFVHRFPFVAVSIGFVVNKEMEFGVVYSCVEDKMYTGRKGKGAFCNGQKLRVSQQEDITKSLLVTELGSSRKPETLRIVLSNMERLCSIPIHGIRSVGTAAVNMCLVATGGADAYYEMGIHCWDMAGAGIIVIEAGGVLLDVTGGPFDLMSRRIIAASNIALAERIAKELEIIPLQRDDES
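Elevated IP1 in lysates lowers TR-FRET signal (665/620 ratio and 620 channel reported). Cells were CHO-M1, given carbachol (50 uM as added) plus 50mM LiCl, pH 7.4, 30 min, 37C; compounds titrated up to 46 uM; AC50 by Hill equation.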
The depositor's hits bear a star; u = inconclusive; x = not tested or not shown; [ ] = remark or other dose. Unless noted, calls follow the shape of the dose curve; as a rule, active = well fitted curve in the direction sought with a large enough effect; inconclusive = small, poorly fitted or top-dose-only effect, or another doubt; inactive = no such curve, though single readings can be large; an effect the other way counts as inactive or inconclusive. Unless noted, % is scaled to controls: 0 for no effect and ±100 for the full control effect. Not all compounds are listed. The share of hits here may be higher or lower than overall.

structure,15-hLO-2 inh,PNC inhibitor,ALOX12 inhib,IMPase inh
S=c1[nH]nc(-c2cccnc2)n1/N=C/C(Cl)=C\c1ccccc1,x,u,3%,x
Cc1c(Cl)cccc1NC(=O)CN1CCC(C(O)(c2ccccc2)c2ccccc2)CC1,15%,2,-4%,6
N#CCCN1CCN(S(=O)(=O)c2ccc(S(=O)(=O)N3CCCCCC3)cc2)CC1,0%,u,4%,-4
Cc1cc(C)nc(N2CCC(C(=O)Nc3nnc(C)s3)CC2)n1,1%,-17,-10%,6
COc1ccc(CCNC(=O)c2ccc(Cl)c(S(=O)(=O)N(C)c3ccccc3)c2)cc1,x,-89*,0%,x
Cc1ccc(N(C(=O)C(F)(F)F)C(C(=O)NC2CCCCC2)c2cccs2)cc1C (stereo not given),-17%,-6,-1%,-12
COc1ccc(S(=O)(=O)N2CCN(CCO)CC2)cc1-c1nnc2c3ccccc3c(C)nn12,x,42,-2%,-1
O=C(Nc1ccc(S(=O)(=O)Nc2ncccn2)cc1)c1ccc(Br)s1,-5%,u,5%,-12
COc1ccc(Nc2ccc(S(=O)(=O)N3CCCCC3)cc2[N+](=O)[O-])cc1Cl,x,16,-1%,13
Cc1cc(C=C2C(=O)CCCC2=O)c(C)n1-c1ccccc1,x,0,-3%,13
COC(=O)C1=CNC=C(C(=O)OC)C1c1ccc(C(=O)OC)cc1,-3%,26,-11%,-7
O=c1oc2ccccc2c(N2CCCCC2)c1CN1CCCC1,x,-10,2%,12
CCN(CC)CCN1C(=O)C(=O)/C(=C(/O)c2ccc(F)cc2)C1c1ccncc1 (stereo not given),x,-13,0%,-1
CC(NC(=O)C1CCCN(S(=O)(=O)c2cccs2)C1)c1ccccc1 (stereo not given),7%,-22,-4%,-1
COCCN(C(=O)Nc1ccccc1)C(C)c1cccnc1 (stereo not given),2%,39,9%,2
O=C(c1cccc(C(F)(F)F)c1)N1CCN(c2cc(=O)[nH]nc2-c2ccccc2)CC1,x,85,-3%,4
Cc1ccc(N2CC(C(=O)OCc3ccccc3)CC2=O)cc1 (stereo not given),2%,22,1%,9
CCn1cc(-c2nnnn2-c2ccc(Cl)cc2)c(=O)c2ccccc21,2%,3,5%,3
Cc1ccc(NC(=O)/C(=C/c2ccncc2)NC(=O)c2ccccc2)cc1,x,-4,-2%,x
CCc1nc(C)cn1S(=O)(=O)c1cc(Br)c(C)cc1OC,1%,u,-5%,-1
COc1ccc(NC(=O)CC2C(=O)OCC3CCCCN32)cc1Cl (stereo not given),x,61,1%,4
Cc1csc(NC(=O)CSc2nc3ccccc3c3c2CCCC3)n1,x,-24,0%,5
Cc1cc(C)nc(SCC2COc3ccccc3O2)n1 (stereo not given),-1%,u,1%,8
CC(C)(CNCC(O)c1ccccc1)N1CCOCC1 (stereo not given),3%,u,-6%,5
Cc1cccc(N2CCN(C(=O)C34CC5CC(CC(C5)C3)C4)CC2)c1C,14%,-4,3%,13
O=C(Nc1ccccc1C1CC1)c1cccs1,6%,-15,-4%,8
O=C(Nc1ccc2c(c1)OCO2)C1CCN(S(=O)(=O)Cc2ccccc2)CC1,1%,19,-5%,5
Cc1c(-c2ccccc2)nc2ccccc2c1C(=O)NCc1cccs1,x,-18,-8%,-8
CC(=O)Nc1cccc(O)c1,-4%,x,-6%,x
CCOC(=O)N1CCN(C(=O)COc2ccc(S(=O)(=O)NCc3ccccc3)cc2)CC1,3%,u,-2%,-11
CCCCOc1ccc(-c2nc(/C=N/c3nccs3)c(O)o2)cc1,x,6,0%,12
COc1cc(C(c2sc3ncnn3c2O)N2CCN(c3ccccc3F)CC2)cc(OC)c1OC (stereo not given),-2%,-7,-5%,5
O/N=C1\CCc2cc(Cl)ccc21,-5%,33,-5%,-4
CCOc1ccc(-c2nc(CSCC(=O)NCCN3CCOCC3)c(C)o2)cc1,13%,-11,10%,12
Cc1ccc(C(=O)N2CCCC(c3nc4c(nnn4Cc4ccccc4)c(=O)[nH]3)C2)cc1 (stereo not given),5%,u,-17%,8
CSc1cccc(-n2cc(-c3ccc4c(c3)OCO4)[nH]c2=O)c1,u,16,u,6
C=CCN1C(=O)CS/C1=C(\C#N)S(=O)(=O)c1ccc(C)cc1,-7%,11,-12%,-2
Cc1nc(NCCN2CCOCC2)c2nnn(Cc3c(F)cccc3Cl)c2n1,10%,24,-3%,-4
COc1ccc(C(=O)NCCCn2ccnc2)cc1,8%,-27,-9%,10
O=C1CCCc2nn(-c3ccccc3)c(-c3ccncc3)c21,-3%,8,-4%,u

In another format: two of the compounds above.
> O=C(Nc1ccccc1C1CC1)c1cccs1
  15-hLO-2 inh: 6%
  PNC inhibitor: -15
  ALOX12 inhib: -4%
  IMPase inh: 8

> O=C(Nc1ccc2c(c1)OCO2)C1CCN(S(=O)(=O)Cc2ccccc2)CC1
  15-hLO-2 inh: 1%
  PNC inhibitor: 19
  ALOX12 inhib: -5%
  IMPase inh: 5

Other results follow.
structure,15-hLO-2 inh,PNC inhibitor,ALOX12 inhib,IMPase inh
Cc1ccccc1OCCCC(=O)Nc1ccc(N2CCOCC2)cc1,-11%,7,1%,-6
O=C(Nc1ccccc1)N1CCC2(CC1)CCN(C(=O)c1csnn1)CC2,-14%,x,-8%,x
O=C(NNC(=O)C1CCN(S(=O)(=O)c2ccc(Cl)cc2)CC1)c1ccccc1,x,-22,17%,3
CCCc1nnc(NC(=O)c2c(O)c3cccc4c3n(c2=O)CC4)s1,1%,-22,7%,-2
Nc1nnc(SCCCC(=O)c2ccccc2)s1,x,-2,-1%,6
CCN(CC)C(=O)c1sc(NC(=O)c2ccc(OC)c([N+](=O)[O-])c2)c(C#N)c1C,x,0,-2%,-1
Cc1ccc(C(=O)NC(=S)Nc2cccc3nsnc23)cc1,-14%,-28,-2%,7
CCOC(=O)c1cc(-c2ccccc2)sc1NC(=O)C(C)C,x,50,14%,-19
CCCCC(CC)CNC(=O)C1CCCN(S(=O)(=O)c2cnc[nH]2)C1 (stereo not given),-6%,-11,-12%,4
COc1ccc(NC(=O)CN(c2ccc(C(C)C)cc2)S(=O)(=O)c2c(C)noc2C)cc1OC,x,-4,-6%,8
Cc1cc(NC(=O)CSc2nc3c(c(=O)n2-c2ccc(Br)cc2)SCC3)no1,x,59,-7%,0
Cc1nc2sccn2c(=O)c1Br,x,10,-1%,3
O=C(CCN1C(=O)c2ccccc2C1=O)N1CCC(c2ccccc2)C1 (stereo not given),-8%,-2,-12%,6
Cc1cc(C2=NNC(=NC3CC3)SC2)c(C)n1-c1c(C)n(C)n(-c2ccccc2)c1=O,x,11,1%,x
CCc1c(C)sc(NC(=O)c2cccs2)c1C#N,x,11,-2%,x
O=C(OCC(CO)OC(CO)n1ccc(=O)[nH]c1=O)c1ccccc1 (stereo not given),9%,-2,0%,-2
O=C(CSc1nc2cc(Cl)ccc2o1)c1cccs1,6%,u,-6%,6
CS(=O)(=O)N(Cc1ccccc1)c1ccccc1C(=O)O,2%,u,2%,-5
O=C(Nc1ccc(Br)cc1F)C1CCCN(S(=O)(=O)c2cnc[nH]2)C1 (stereo not given),6%,15,-7%,2
Cc1ccc(CNC(=O)CS(=O)Cc2nc(-c3cccs3)oc2C)cc1 (stereo not given),-11%,-18,-8%,0
CCOC(=O)c1nn(-c2ccccc2C)c2nc(-c3ccc(Cl)cc3)c(C#N)c(=O)n12,-10%,u,-2%,0
CCC1=NN(C(=O)c2ccc(Br)cc2)C(O)(c2ccc(C)cc2)C1 (stereo not given),x,-28,-26%,x
O=C(/C=C/c1ccccc1)NCCN1CCOCC1,x,10,0%,x
N#CC1=C(N)C(C#N)(C#N)[C@H](c2cccnc2)[C@H]2CN(C(=O)OCc3ccccc3)CC=C12,x,u,-6%,x
Cc1cc2nc(C3CCN(Cc4nnnn4Cc4cccs4)CC3)[nH]c2cc1C,22%,1,4%,6
COc1ccccc1NC(=S)NC(=O)C(C)(C)C,-24%,-26,13µM*,-4
CC1(C)CC(=O)C(C=Nc2ccc3cn[nH]c3c2)=C(O)C1,0%,-12,-2%,5
CCc1ccccc1NC(=O)CSc1ccsc1[N+](=O)[O-],x,-23,-2%,x
CCCOc1ccc(N2C(=O)CC(N(CCc3ccc(OC)c(OC)c3)C(=S)Nc3ccccc3)C2=O)cc1 (stereo not given),x,-2,-4%,10
Cc1onc(-c2ccccc2)c1C(=O)N1CC(C)OC(C)C1 (stereo not given),-4%,4,-4%,-3
CCS(=O)(=O)Nc1cccc(-c2cc(-c3ccccc3)c3cc(C)ccc3n2)c1,x,81,2%,8
COc1ccc(-c2ncncc2-c2csc(C)n2)c(O)c1OC,-10%,13,-4%,6
CC[N+](C)(CC)CCOC(=O)C1c2ccccc2Oc2ccccc21,-1%[25.6 µM],x,-1%[25.6 µM],14[20.6 µM]
Cc1nc(NC2CCCC2)sc1C(=O)N(C)C,-2%,8,1%,10
O=C(NC(NC(=S)Nc1ccccc1Cl)C(Cl)(Cl)Cl)c1cccc(Cl)c1 (stereo not given),x,7,u,8
O=C(NCCc1ccccc1)c1ccc(CS(=O)(=O)Cc2ccccc2F)o1,2%,16,7%,1
COC(=O)c1cc(NC2c3ccccc3C(=O)N2Cc2ccco2)cc(C(=O)OC)c1 (stereo not given),-8%,5,3%,-1
CC(=O)Nc1ccc(-c2csc(NC(=O)CCCc3cccs3)n2)cc1,x,-9,-2%,x
Cc1cccc(C)c1NC(=O)COC(=O)c1cccc2c1C(=O)c1ccccc1C2=O,x,u,-3%,-2
O=S1CC/C(=N\O)c2ccccc21 (stereo not given),x,4,-2%,-11
CN(C)S(=O)(=O)c1ccc(C(=O)Nc2ccc(Cl)cc2)cc1,5%,u,-1%,0
O=c1c2c(-c3cccs3)csc2ncn1-c1ccc(Br)cc1,-2%,-4,-2%,9
ICCc1ccccc1,-7%,x,u,x
Cc1cccc(OCc2nnc(SCC(=O)Nc3cccc(C(=O)N4CCOCC4)c3)n2C)c1,x,11,-2%,x
C=CCOc1ccccc1OC[C@H](O)CNC(C)C,8%[25.6 µM],x,1%[25.6 µM],4[20.6 µM]
COc1ccc(CC(=O)NNC(=O)CSc2nnc(Cc3ccc(OC)cc3)n2-c2ccccc2)cc1,x,52,-1%,x
O=C(CSCc1ccccc1)Nc1cccc(C(=O)Nc2ccc(C(=O)O)cc2)c1,x,67,5%,0
COC(/C=C/Nc1ccc(OC)cc1)=C(C#N)C#N,-7%,-10,2%,-16
COc1ccc(-c2nn3c(C4CCCCC4)nnc3s2)cc1OC,-2%,25,4%,9
N[C@H]1[C@@H](C(=O)O)[C@H]2C=C[C@H]1C2,-6%[11.4 µM],x,2%[11.4 µM],x
O=C(CNC(=O)c1ccccc1)OCc1nc2ccccc2s1,x,-16,-1%,-3
CCOc1ccc(NC(=O)CN2CCN(CC(=O)Nc3ccc(Cl)c(C(F)(F)F)c3)CC2)cc1,7%,u,-4%,-4

3 compounds from above, ordered by the number in ALOX12 inhib, descending:
SMILES | 15-hLO-2 inh | ALOX12 inhib | IMPase inh
CCCc1nnc(NC(=O)c2c(O)c3cccc4c3n(c2=O)CC4)s1 | 1% | 7% | -2
CCn1cc(-c2nnnn2-c2ccc(Cl)cc2)c(=O)c2ccccc21 | 2% | 5% | 3
CCc1ccccc1NC(=O)CSc1ccsc1[N+](=O)[O-] | x | -2% | x
